Screening data: PubChem, National Center for Advancing Translational Sciences (NCATS)
WRN inhibitor – inhibitors of human WRN helicase; Q14191; WRN helicase unwinding, fluorescent forked duplex, kinetic; Potency, µM (top dose mostly 114 µM), inactives show top-dose activity change, negative = inhibition, most hits filed as inhibitors; 360,000 tested, 0.46% active; AID 651768; also: potency is read from the fitted curve at half-maximal effect; % is scaled to controls: 0 for no effect and ±100 for the full control effect; nearly all actives have a fitted effect of over 55% in size
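Primary qHTS, 1536-well format. 20 nM WRN + compound, 15 min RT; start with 100 nM forked fluorophore/quencher duplex, 2 mM ATP (final); kinetic read ex 525/em 598 nm.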
EPAC1 antag – EPAC1 (human) antagonism; Potency, µM (top dose mostly 115 µM), without a hit: at the top dose activity change, negative = inhibition, hits mostly inhibitors; 360,000 tested, 0.14% active; AID 720709; O95398; EPAC1 GEF assay, Rap1b-BODIPY-GDP exchange fluorescence;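 also: potency is read from the fitted curve at half-maximal effect; plate controls were vehicle for no effect and positive control for full effect; nearly all actives have a fitted effect of over 50% in size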
CCT chaperon mod – modulators of cytosolic chaperonin (CCT/TRiC) activity | purified chaperonin ATPase assay, HTRF ADP detection, 30 min | activity change, % (concentration not given with the values), hits read low | 360,000 tested, 0.3% active | AID 651819; in the data active = activity change below about -30%; also: % is scaled to controls: 0 for no effect and ±100 for the full control effect
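Nucleotide hydrolysis assay: TRiC at 20–40 nM final (set by batch activity) with 10 uM ATP, 30 min at 37 °C, in presence of 76 uM compound. Detection by competitive ADP HTRF, 30 min ambient.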
EPAC2 antag – EPAC2 (human) antagonism; AID 720708; EPAC2 GEF exchange of Rap1B-BODIPY-GDP, fluorescence; 360,000 tested, 0.18% active; Potency, µM (highest dose often 114 µM), for the others: at the highest dose activity, negative = inhibition, hits mostly inhibitors; also: potency is read from the fitted curve at half-maximal effect; % is scaled to controls: 0 for no effect and ±100 for the full control effect; nearly all actives have a fitted effect of over 45% in size; many of its hits are not listed in these tables
PI5P4Ka inh – PI5P4K alpha (human) kinase inhibition. PI5P4Kalpha enzyme, ADP-Glo luminescence, 60 min; active compounds read low. 330,000 tested, 1.2% active. max response, %. P48426; active = max response of -50% or lower; inconclusive = between -30% and -50%; inactive = -30% or higher; also: value at the top dose of about 77 µM; % is scaled to controls: 0 for no effect and ±100 for the full control effect
Target sequence (P48426 whole entry, looked up): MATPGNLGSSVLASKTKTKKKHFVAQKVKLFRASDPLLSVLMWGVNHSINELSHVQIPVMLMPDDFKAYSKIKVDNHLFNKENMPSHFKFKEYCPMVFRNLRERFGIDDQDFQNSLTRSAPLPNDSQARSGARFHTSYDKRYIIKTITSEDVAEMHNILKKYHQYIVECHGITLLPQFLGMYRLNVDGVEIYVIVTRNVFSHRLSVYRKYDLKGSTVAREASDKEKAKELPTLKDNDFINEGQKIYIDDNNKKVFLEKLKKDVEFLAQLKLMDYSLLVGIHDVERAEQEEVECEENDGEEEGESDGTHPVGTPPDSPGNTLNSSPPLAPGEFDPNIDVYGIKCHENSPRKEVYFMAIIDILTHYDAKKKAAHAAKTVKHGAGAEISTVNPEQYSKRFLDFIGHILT
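Single end-point luminescence (ADP-Glo) quantified ADP from PI5P4Kalpha turnover; ATP 5 microM final, 1 h at RT, 0.1% CHAPS and 0.28 mM EGTA in HEPES pH 7.4.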
Mm-Cpn inhibitor – blocks the Methanococcus maripaludis chaperonin Mm-Cpn; purified Mm-Cpn ATPase, ADP Transcreener TR-FRET; Potency, µM (doses to about 76.9 µM), for inactives: at the highest dose activity, negative = inhibition, hits mostly inhibitors; 330,000 tested, 0.031% active; AID 504842; also: potency is read from the fitted curve at half-maximal effect; % is scaled to controls: 0 for no effect and ±100 for the full control effect; nearly all actives have a fitted effect of over 80% in size
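ATPase turnover read by TR-FRET ADP competition (Eu cryptate antibody/ADP-d2, 665/590 nm): 10uM ATP final, 25nM Mm-CPN final, 30 min 37degC after 10-min compound preincubation, pH 7.4 Tris/KCl/MgCl2/DTT buffer.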
PLK1 PBD inh – PLK1 (human) polo-box domain binding inhibition; Potency, µM, for the others: max response, negative = inhibition, most hits filed as inhibitors; Plk1 PBD binding of FITC phosphopeptide, fluorescence polarization; P53350; 360,000 tested, 2.8% active; also: potency is read from the fitted curve at half-maximal effect; series mostly up to about 57 µM; % is scaled to controls: 0 for no effect and ±100 for the full control effect; nearly all actives have a fitted effect of over 65% in size
Target sequence (P53350 whole entry, looked up, the tested form may be a part): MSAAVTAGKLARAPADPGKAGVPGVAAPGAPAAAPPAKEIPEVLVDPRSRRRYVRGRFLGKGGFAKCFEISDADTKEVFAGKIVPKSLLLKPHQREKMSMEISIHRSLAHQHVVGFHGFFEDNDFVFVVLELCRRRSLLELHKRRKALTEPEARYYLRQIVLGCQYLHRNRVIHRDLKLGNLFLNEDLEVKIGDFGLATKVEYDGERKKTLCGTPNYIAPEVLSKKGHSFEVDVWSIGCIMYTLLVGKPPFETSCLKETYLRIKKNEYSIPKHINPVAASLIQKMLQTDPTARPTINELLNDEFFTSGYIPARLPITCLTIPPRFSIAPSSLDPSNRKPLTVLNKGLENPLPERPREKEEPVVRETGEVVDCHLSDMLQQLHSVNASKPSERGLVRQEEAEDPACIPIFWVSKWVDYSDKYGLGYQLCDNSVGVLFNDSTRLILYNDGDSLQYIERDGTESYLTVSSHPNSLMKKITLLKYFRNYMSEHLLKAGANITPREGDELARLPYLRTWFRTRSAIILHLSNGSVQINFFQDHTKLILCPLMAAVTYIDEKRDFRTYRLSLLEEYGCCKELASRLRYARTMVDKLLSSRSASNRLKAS
EPAC1 ag – activates human EPAC1 exchange factor. Potency, µM (titrated, usually from 154 µM), for the others: at the top dose activation, usual class: activators. EPAC1 agonist qHTS, biochemical assay; response scale: 100% = response to 6.5 mM cAMP. O95398. 360,000 tested, 0.073% active; also: potency is read from the fitted curve at half-maximal effect; nearly all actives have a fitted effect of over 60% in size
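Fluorescent GDP-exchange assay: 100 nM EPAC1 with 250 nM Rap1B preloaded with BODIPY-GDP and 50 uM GDP; compounds tested as concentration series, 5 min at room temperature, then read every 5 min for 30 min (ex 480/em 540 nm); normalized to 6.5 mM cAMP.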
* = called active by the depositor; ? = inconclusive; nt = not tested or not shown; [ ] = remark or other dose. Unless noted, calls follow the shape of the dose curve; as a rule, active = well fitted curve in the direction sought with a large enough effect; inconclusive = small, poorly fitted or top-dose-only effect, or another doubt; inactive = no such curve, though single readings can be large; an effect the other way counts as inactive or inconclusive. A portion of the library; rates above refer to the full screens.

SMILES	WRN inhibitor	EPAC1 antag	CCT chaperon mod	EPAC2 antag	PI5P4Ka inh	Mm-Cpn inhibitor	PLK1 PBD inh	EPAC1 ag
O=S(=O)(NCc1ccc(Cl)cc1)c1cnc[nH]1	1%	4%	0.1	5%	-2	1%	-9%	6%
Cc1ccc(NC(=O)CSCC(=O)O)c(C)c1	-1%	2%	-0.3	3%	-4	0%	-15%	5%
CC(C)N(C(=O)[C@H]1C[C@H](CC(=O)NCCCn2ccnc2)C(=O)N2CCc3c([nH]c4cc(-c5ccco5)ccc34)[C@]12C)C(C)C	5%	5%	0.3	11%	-1	-4%	-5%	2%
COc1ccc(C(=O)N2CCN(Cc3ccccc3)CC2)cc1[N+](=O)[O-]	11%	-15%	-3.1	-1%	-5	-1%	-16%	3%
COc1ccc(Br)cc1S(=O)(=O)n1ccnc1	6%	-5%	-0.1	4%	1	-1%	-8%	0%
COc1ccc(N(CC(=O)Nc2c(C)n(C)n(-c3ccccc3)c2=O)S(=O)(=O)c2ccc(C)cc2)cc1	6%	-1%	-4.7	-7%	3	2%	-18%	19%
O=C1CN(C(=O)c2ccco2)C(c2ccccc2)c2cc(Cl)ccc2N1 (stereo not given)	-4%	3%	0.1	4%	-7	-1%	0%	2%
O=C(Nc1cc(C(F)(F)F)ccc1-n1cncn1)c1ccc([N+](=O)[O-])o1	-15%	0%	-1.5	6%	-23	1%	-24%	2%
COC(CNC(=O)c1ccc(-n2c(=S)[nH]c3ccccc3c2=O)cc1)OC	-7%	-12%	1.8	-9%	12	1%	-4%	7%
COc1cccc(NC(=O)/C=C/c2ccc([N+](=O)[O-])cc2)c1	-12%	0%	-1.0	3%	-3	0%	?	-6%
CCOC(=O)C1(Cc2cccc(F)c2)CCN(C(=O)c2ccoc2C)CC1	5%	3%	-0.6	2%	-5	-4%	0%	-10%
Cc1c(/C=N/NC(=O)c2cccnc2)c2ccccc2n1Cc1ccccc1	-18%	5%	-0.8	2%	0	1%	-2%	-11%
O=C(c1ccccc1)N1CCN(c2cc(Cl)nc3cc(-c4cccc(Cl)c4)nn23)CC1	2%	29%	2.4	22%	1	nt	2%	-5%
O=C(c1ccc2c(c1)OCCO2)N1CCN(S(=O)(=O)c2c(F)cccc2F)CC1	nt	5%	nt	13%	nt	-1%	nt	-5%
COc1ccc(C(=O)NCC(=O)NCc2ccc3c(c2)OCO3)cc1[N+](=O)[O-]	-2%	5%	-4.1	2%	0	nt	2%	6%
Cc1ccnc(NC(=O)c2ccc([N+](=O)[O-])o2)c1	-18%	-2%	0.5	-6%	1	-1%	-9%	1%
CCCN(Cc1nnc(-c2cccs2)o1)C(=O)c1cc(S(=O)(=O)N2CCOCC2)ccc1C	4%	6%	-0.1	3%	2	-1%	-8%	12%
Cc1cc(C)cc(C(=O)Nc2nnc(SCC(=O)NCC3CCCO3)s2)c1 (stereo not given)	-26%	3%	9.1	13%	-5	-1%	-2%	7%
CCOC(=O)N/N=C/c1ccc(N2CCOCC2)s1	4%	?	-0.4	-1%	1	-3%	-12%	6%
CCC1(C)Cc2c(sc3[nH]c(=S)n(Cc4ccccc4)c(=O)c23)CO1 (stereo not given)	-5%	-7%	-2.8	4%	-16	-5%	?	-4%
CCOc1ccccc1CNS(=O)(=O)c1ccc(-c2cnc(C3CC3)o2)cc1	-11%	-14%	0.7	-10%	5	1%	-6%	17%
Cc1ccc(-c2nn(CCC(=O)O)cc2CCC(=O)O)cc1	-5%	3%	-0.6	2%	nt	-1%	-2%	8%
CC(C)Oc1ccc(C(=O)NC(C)(C)CO)cc1	9%	8%	-1.3	-3%	3	2%	-6%	8%
O=C(Cn1nc(C(=O)O)c2ccccc2c1=O)Nc1cccc(S(=O)(=O)N2CCCCC2)c1	4%	-8%	-0.6	-19%	-1	-1%	-14%	12%
Oc1ccccc1N1CCN(CC(O)COCc2ccccc2Cl)CC1 (stereo not given)	8%	-3%	-1.6	-3%	-4	0%	-18%	-2%
Next section.
SMILES	WRN inhibitor	EPAC1 antag	CCT chaperon mod	EPAC2 antag	PI5P4Ka inh	Mm-Cpn inhibitor	PLK1 PBD inh	EPAC1 ag
Cc1cc(C)cc(NC(=O)Nc2c(Br)cnn2C)c1	10%	16%	-1.1	-2%	6	0%	-9%	-8%
CCOC(=O)C1=C(CN2CCN(CCC#N)CC2)NC(=O)NC1c1ccc2c(c1)OCO2 (stereo not given)	-6%	9%	1.0	1%	3	5%	-8%	12%
O=C(NC(=S)Nc1ccccc1N1CCOCC1)c1sc2ccccc2c1Cl	-9%	-29%	-0.9	2%	8	0%	-6%	0%
COc1ccc(OCCCC(=O)Nc2cccc([N+](=O)[O-])c2)cc1	-5%	-4%	-2.7	4%	-3	-1%	-9%	-6%
CCOC(=O)N1CCN(C2=C(NS(=O)(=O)c3ccc(C)cc3)C(=O)c3ccccc3C2=O)CC1	-9%[11.6 µM]	-29%	-1.3	-18%	2	0%	?	11%
Nc1nc2nccc(-c3ccc(Cl)cc3)n2n1	-22%	3%	1.2	-5%	0	-2%	-11%	14%
OC(CN1CCN(c2ccccc2)CC1)c1ccc2c(c1)CCN2 (stereo not given)	5%	-2%	-0.9	9%	-8	-1%	6%	-8%
NC(=O)CC(NC(=O)Cc1cccc2ccccc12)c1ccc(NC2CCCCCC2)c([N+](=O)[O-])c1 (stereo not given)	-3%	1%	-1.2	7%	0	-13%	-10%	-8%
CCn1cc(CN2CCCC(CNS(=O)(=O)Cc3ccccc3)C2)cn1 (stereo not given)	-6%	12%	-0.4	4%	-4	1%	0%	13%
FC(F)(F)c1cc(-c2ccc(Cl)cc2)nc(NCc2cccnc2)n1	-7%	0%	-0.3	6%	nt	1%	-4%	18%
Cc1cccc(NC(=O)CN2CCSc3ccccc32)c1	14%	12%	-3.2	4%	-2	1%	-11%	6%
COc1cc(OC)c(C(=O)CCC(=O)O)cc1OC	4%	-27%	-31*	-2%	-6	-1%	-9%	-2%
CCOC(=O)c1c(C)nc2sc3c(c2c1-c1ccc(OC)cc1)NC(c1ccc(OC)cc1)NC3=O (stereo not given)	-3%	-1%	-7.5	-10%	-6	0%	-8%	8%
Cc1ccccc1NC(=O)c1ccc(S(=O)(=O)N(C)C)cc1	1%	5%	1.5	-8%	0	-1%	4%	-4%
COC(=O)c1ccc(NC(=O)CN2C(=O)CSC2=O)cc1	1%	-2%	-3.0	6%	nt	-1%	-10%	-4%
O=C(Nc1ccccc1Oc1cccnc1)C1CCCN(C/C=C/c2ccccc2)C1 (stereo not given)	-34%	-19%	-2.9	-7%	6	-1%	-10%	13%
CC(C)(C)c1ccc(C(=O)NN=C2CCCC2)cc1	-13%	4%	-6.3	-3%	-1	0%	4%	1%
Cc1ccccc1OCCn1c(=S)[nH]c2c(N)ncnc21	-3%	-2%	-2.1	-3%	-18	4%	-24%	4%
COc1ccc(S[C@@H](CCN2CC[C@H](O)CCC2=O)c2ccccc2)cc1	7%	-2%	-1.9	-17%	-1	0%	-14%	-8%
C/C(=N/NS(=O)(=O)c1cccc([N+](=O)[O-])c1)c1ccncc1	3%	6%	-2.6	10%	-1	-3%	3µM*	9%
Cc1nc(N2CCN(C(=O)c3ccco3)CC2)[nH]c(=O)c1C	3%	-22%	1.0	-7%	-1	1%	-7%	1%
CCN(C(=O)COc1ccc(C(C)=O)cc1)c1cccc2ccccc12	-25%	?	-4.6	-2%	4	0%	-16%	12%
COc1ccc2[nH]c3c(=S)nc[nH]c3c2c1	-22%	1%	0.4	3%	-28	-15%	-21%	-9%
O=C(NCCc1c[nH]c2ccccc12)C(=O)Nc1ccccc1	6%	-14%	-4.1	6%	-4	1%	-15%	-13%
O=C(Nc1ccc(C(O)c2ccccc2)cc1)[C@@H]1O[C@H](CO)[C@H](O)[C@H](O)[C@H]1O (stereo not given in full)	-17%	-6%	1.9	-2%	-3	nt	3%	-6%
C=CCn1c(SCC(=O)O)nnc1-c1cccc(Cl)c1	-10%	9%	-1.0	14%	-3	0%	-6%	0%

3 consecutive compounds already listed:
SMILES	WRN inhibitor	EPAC1 antag	CCT chaperon mod	EPAC2 antag	PI5P4Ka inh	Mm-Cpn inhibitor	PLK1 PBD inh	EPAC1 ag
Cc1cc(C)cc(NC(=O)Nc2c(Br)cnn2C)c1	10%	16%	-1.1	-2%	6	0%	-9%	-8%
CCOC(=O)C1=C(CN2CCN(CCC#N)CC2)NC(=O)NC1c1ccc2c(c1)OCO2 (stereo not given)	-6%	9%	1.0	1%	3	5%	-8%	12%
O=C(NC(=S)Nc1ccccc1N1CCOCC1)c1sc2ccccc2c1Cl	-9%	-29%	-0.9	2%	8	0%	-6%	0%

Whole records as entered above.
`O=C(Nc1ccc(C(O)c2ccccc2)cc1)[C@@H]1O[C@H](CO)[C@H](O)[C@H](O)[C@H]1O` (stereo not given in full) across the screens: WRN inhibitor: -17%; EPAC1 antag: -6%; CCT chaperon mod: 1.9; EPAC2 antag: -2%; PI5P4Ka inh: -3; Mm-Cpn inhibitor: nt; PLK1 PBD inh: 3%; EPAC1 ag: -6%
`COc1ccc2[nH]c3c(=S)nc[nH]c3c2c1` across the screens: WRN inhibitor: -22%; EPAC1 antag: 1%; CCT chaperon mod: 0.4; EPAC2 antag: 3%; PI5P4Ka inh: -28; Mm-Cpn inhibitor: -15%; PLK1 PBD inh: -21%; EPAC1 ag: -9%
`O=C(Nc1ccccc1Oc1cccnc1)C1CCCN(C/C=C/c2ccccc2)C1` (stereo not given) across the screens: WRN inhibitor: -34%; EPAC1 antag: -19%; CCT chaperon mod: -2.9; EPAC2 antag: -7%; PI5P4Ka inh: 6; Mm-Cpn inhibitor: -1%; PLK1 PBD inh: -10%; EPAC1 ag: 13%
